rCAG binder – molecules binding r(CAG) RNA repeats | r(CAG) RNA repeat, TO-PRO-1 dye displacement fluorescence | inhibition, % at 3 µM | 370,000 tested, 1.3% active | AID 651821;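 active means inhibition above the plate cutoff, the mean of all test compounds on that plate plus 3 SD, cut at about 35% in these data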;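 further: 0% = DMSO alone and 100% = 100 µM mitoxantrone as full dye displacement; higher means more dye released from RNA so lower well fluorescence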
ARFGAP1 inhibitor – rat ARFGAP1 inhibition | inhibition, % at 16.5 µM | Arfgap1-stimulated ARF1 GTP hydrolysis, GDP FP detection | 360,000 tested, 0.26% active | AID 651572 | Q62848;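 active means inhibition above a per-plate limit, mean inhibition of low control wells plus 3 SD, cut at about 25% in these data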;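 further: 0% = DMSO wells with enzyme and 100% = wells lacking Arfgap1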
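Material: rat Arfgap1 catalytic domain, aa 1-136; also added: human ARF1(Δ1-17)-GTP substrate; compound dosing: one concentration, 16.5 µM, DMSO 1.26%; incubation: GTP hydrolysis reaction 2 h at 25 °C; measured by: Tracer-displacement fluorescence polarization with EDTA stop, 620/688 nm; evaluation: % inhibition from polarization; repeats: one replicate per compound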
SMARCA2 activ – SMARCA2 function activation, primary screen; MG213 cells, MMTV-luciferase reporter, dexamethasone, overnight; activation, % at 9.1 µM; 370,000 tested, 1% active; in the data active means activation above about 7.8%;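 further: 0% = vehicle wells and 100% = reference activator wells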
NPR1 activator – GC-A (human) enzyme activation. P16066. activation, % at 10 µM. HEK293 GC-A cells, cGMP TR-FRET, EC30 ANP; 0% at EC30 ANP, 100% saturating ANP. 370,000 tested, 0.14% active; in the data active means activation above about 40%
GC-B act – GC-B (human) receptor activation. P20594. HEK293-GC-B cells, CNP EC30, cGMP TR-FRET; 0% at EC30 CNP, 100% saturating CNP. activation, % at 10 µM. 370,000 tested, 0.11% active;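 active means activation at 10 µM reaching about 35% in either raw or pattern-adjusted values, limit read from the data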
NR1D1 modulator – modulates human Rev-erb alpha binding to DNA; 370,000 tested, 0.79% active; activity, % at 10 µM; Rev-erbα–FITC-DNA binding, fluorescence polarization, 90 min; P20393;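 active means activity above about 14%, limit read from the data; passing the limit was not always enough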;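 further: 0% = DMSO wells with 35 nM protein and 100% = DMSO wells with 750 nM protein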
Target sequence (P20393 whole entry, looked up): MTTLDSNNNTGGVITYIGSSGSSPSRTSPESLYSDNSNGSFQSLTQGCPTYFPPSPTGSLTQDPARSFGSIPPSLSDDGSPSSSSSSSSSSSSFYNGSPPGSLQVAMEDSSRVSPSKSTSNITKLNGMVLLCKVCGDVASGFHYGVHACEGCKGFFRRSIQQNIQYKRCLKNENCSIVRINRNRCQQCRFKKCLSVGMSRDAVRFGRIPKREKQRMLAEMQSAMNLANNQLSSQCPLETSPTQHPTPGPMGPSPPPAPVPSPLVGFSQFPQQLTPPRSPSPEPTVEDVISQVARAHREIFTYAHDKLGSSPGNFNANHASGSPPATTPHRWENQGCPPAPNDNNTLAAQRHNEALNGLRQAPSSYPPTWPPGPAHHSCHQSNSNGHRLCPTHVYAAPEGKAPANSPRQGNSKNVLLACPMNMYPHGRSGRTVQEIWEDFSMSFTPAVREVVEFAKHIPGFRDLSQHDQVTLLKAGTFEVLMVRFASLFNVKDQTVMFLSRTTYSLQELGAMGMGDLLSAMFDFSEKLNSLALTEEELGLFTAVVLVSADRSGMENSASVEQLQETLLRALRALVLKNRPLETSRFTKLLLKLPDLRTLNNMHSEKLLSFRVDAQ
ABHD4 inh – ABHD4 (mouse) inhibition, primary FP screen | Q8VD66 | purified mABHD4, FP-Rh probe fluorescence polarization | inhibition, % at 8.92 µM | 370,000 tested, 0.54% active | AID 720543;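 active means inhibition exceeding the mean over every tested compound plus 3 SD, cut at about 30% in these data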;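 further: 0% = plate median of compound wells and 100% = S159A mutant with DMSO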
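Assay system: mouse ABHD4 enzyme, wild type / Also added: fluorescent activity-based probe FP-Rh / Doses: single nominal dose of 8.92 µM, 0.89% DMSO final / Timing: 45 min compound pre-incubation plus 60 min probe step, 25 °C / Signal: FP readout, ex 525 nm / em 598 nm / Control set: S159A mutant/DMSO as 100%, compound-well median as 0%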
ASAP1 GAP inh – ASAP1 ArfGAP inhibition | Q9ULH1 | ASAP1-stimulated ARF1 GTP hydrolysis, GDP FP detection | inhibition, % at 16.5 µM | 360,000 tested, 0.19% active | AID 624377; in the data active means inhibition above about 25%;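 further: 0% = vehicle with enzyme and substrate and 100% = no enzyme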
PG9 Ab binder – PG9 antibody binding by small molecule | TR-FRET gp120-PG9 antibody binding | inhibition, % at 6.7 µM | 360,000 tested, 0.43% active | AID 624416; in the data active means inhibition above about 8.5%
HTRA1 inh – inhibitors of human serine peptidase HTRA1; inhibition, % at 5.96 µM; AID 504803; Q92743; recombinant HTRA1, FP-rhodamine activity-based probe, fluorescence polarization; 340,000 tested, 0.5% active; in the data active means inhibition above about 36%;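 further: 0% = enzyme with DMSO and 100% = wells lacking enzyme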
Target sequence (Q92743 whole entry, looked up): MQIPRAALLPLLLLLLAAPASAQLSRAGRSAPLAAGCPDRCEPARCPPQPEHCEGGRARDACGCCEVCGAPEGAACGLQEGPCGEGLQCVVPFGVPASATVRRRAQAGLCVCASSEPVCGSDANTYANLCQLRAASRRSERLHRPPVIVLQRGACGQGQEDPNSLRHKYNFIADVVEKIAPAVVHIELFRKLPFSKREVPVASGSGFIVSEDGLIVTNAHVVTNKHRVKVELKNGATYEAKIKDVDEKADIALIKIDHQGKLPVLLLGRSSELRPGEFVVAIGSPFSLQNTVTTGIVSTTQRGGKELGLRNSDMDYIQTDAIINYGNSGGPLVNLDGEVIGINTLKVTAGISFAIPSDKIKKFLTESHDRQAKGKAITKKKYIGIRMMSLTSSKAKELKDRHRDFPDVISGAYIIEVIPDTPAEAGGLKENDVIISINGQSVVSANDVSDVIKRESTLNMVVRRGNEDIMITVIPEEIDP
Active calls of the source: *; nt = not tested or not shown; & = joins results of further samples.

SMILES	rCAG binder	ARFGAP1 inhibitor	SMARCA2 activ	NPR1 activator	GC-B act	NR1D1 modulator	ABHD4 inh	ASAP1 GAP inh	PG9 Ab binder	HTRA1 inh
COc1ccc(Cl)cc1NC(=O)CN(C)C1CCCCC1	-3	-1	-3	-4	-5	0	4	-13	0.3	-18
Cc1cccnc1CCNCc1c(C(=O)N2C[C@@H](C)O[C@@H](C)C2)nc2ccc(Cl)cn12	-9	-1	1	-6	0	-3	4	8	1.6	-2
Cc1ccc(C(=O)N2CCC(n3nccc3NC(=O)Nc3cccc(F)c3)CC2)cn1	-1	1	1	3	1	-1	4	5	-3.0	11
CCCCCn1c(=O)[nH]c2cc(C(=O)NCCc3ccc(OC)c(OC)c3)ccc2c1=O	1	-12	-3	3	-3	-23	-6	20	-2.3	-2
NC(=O)CSc1nnnn1-c1ccc(OC(F)(F)F)cc1	-1	-8	-1	2	0	1	1	15	-0.6	4
C[C@]12CCC(=O)C=C1CC[C@@H]1[C@@H]2[C@@H](O)C[C@@]2(C)[C@H]1CC[C@]2(O)C(=O)COC(=O)CCC(=O)O	9	6	-5	-1	5	6	-1	3	3.4	-2&3
COc1ccc(CNC(=O)CN(C(=O)c2csnn2)c2ccc(C(C)=O)cc2)cc1	0	-2	0	-5	0	4	-3	12	-2.9	0
CC(C)(C)[C@H]1COC(=O)[C@@H](Cc2ccc(F)cc2)CC/C=C/C[C@@H](CC(=O)N[C@H](CO)Cc2ccccc2)C(=O)N1	-1	-15	1	-2	2	2	6	7	-2.8	-10
NC(=O)CC(NC(=O)Cc1cccc2ccccc12)c1ccc(NC2CCN(Cc3ccccc3)CC2)c([N+](=O)[O-])c1 (configuration not stated)	10	6	0	-3	4	-2	9	2	0.3	-11
COc1ccc(CNc2nc(NC(C)=O)nn2-c2ccccc2)cc1	-4	10	2	4	-2	4	5	3	0.3	-8
CCOc1ccc(N(CC(=O)NCc2ccc(OC)cc2)S(=O)(=O)c2c(C)noc2C)cc1	-1	3	-4	-1	1	-2	-2	1	-0.7	5
C=c1[nH]cc(C(C)c2c(C)n(C)c3ccccc23)/c1=C/C (configuration not stated)	9	nt	5	-2	-5	4	6	nt	nt	nt
Cc1sc2ncnc(SCc3ccco3)c2c1C	1	-1	1	-1	9	-1	2	-1	-1.2	-12
CCc1ccccc1NS(=O)(=O)c1ccc2[nH]cc(C(=O)NC3CCCC3)c(=O)c2c1	28	-4	-4	2	5	12	-55	-3	12*	-90
Cc1[nH]n(S(=O)(=O)c2ccccc2)c(=O)c1N=Nc1cccc(Cl)c1	1	3	-3	-1	5	-2	2	9	-0.7	2
Cn1c(=O)c2c(nc(N/N=C/c3ccco3)n2C)n(C)c1=O	1	10	2	-3	-3	4	5	8	-3.1	9
COc1cccc(N2CCN(C(=O)CN3C(=O)NC(C)(c4ccc5ccccc5c4)C3=O)CC2)c1 (configuration not stated)	-3	-2	-4	1	3	15	2	8	0.5	-11
CC1(C)CCCN(C(=O)c2coc(=O)c(Br)c2)C1	12	4	0	-1	3	-14	-6	9	1.1	-3
CCN(CC)C(=O)CSc1nc2ccccc2c(=O)n1CCC(=O)N1CCN(c2ccccc2)CC1	-4	3	-2	-16	-13	-3	-6	-14	0.2	0
Cc1ccc(NC(=O)NNC(=O)CCn2nc(C)c([N+](=O)[O-])c2C)cc1C	1	nt	-3	1	-2	-8	-3	nt	nt	nt
CCOC(=O)C(CC)Sc1nc(N)c(NC(=O)c2ccc(OC)c(OC)c2)c(=O)[nH]1 (configuration not stated)	2	0	-1	0	-1	4	4	7	0.8	-4
CCCNS(=O)(=O)c1ccc(OCC(=O)Nc2ccc3c(c2)OCCO3)cc1	-3	6	-4	2	-2	3	3	9	0.6	0
Cc1ccc(S(=O)(=O)Cc2cccc(C(=O)N3CCOCC3)c2)cc1	-1	-1	-1	2	-2	0	4	-5	0.7	3
C=CCCN(C(CC(C)C)C(=O)OC)S(=O)(=O)c1ccccc1Br (configuration not stated)	-7	-1	1	-3	-7	2	-7	-5	2.0	-9
CCN(CCCNC(=O)CCn1c(=O)[nH]c2ccccc2c1=O)c1ccccc1	-2	4	0	0	-4	-2	3	9	-1.3	5
O=C(Nc1cccc(NC(=O)c2ccc(Cl)cc2Cl)c1)c1cccnc1	1	1	0	3	-4	5	-8	3	-0.3	-14
COc1ccccc1N(C)S(=O)(=O)c1ccc(Cl)c(C(=O)N2CCC2)c1	-4	6	2	-1	-3	5	0	-2	0.4	3
Cc1cc([N+](=O)[O-])ccc1-c1ccc(C2Nc3ccccc3C(=O)N2O)o1 (configuration not stated)	20	-10	-4	6	-5	0	0	18	1.5	22
NC(=O)[C@@H]1CCCNc2c(I)cc([N+](=O)[O-])cc2C(=O)N[C@@H](CO)C(=O)NCC(=O)N1	2	1	1	0	-5	1	-3	11	-0.2	nt
CC(C)(C)NC(=O)NC(=O)CSc1cccc(C(F)(F)F)c1	-9	4	-1	6	2	0	-3	13	-1.0	-20
CC1(C)CC(=O)C2=C(C1)N(Cc1ccccc1)C(=O)C2(NC(=O)C(C)(C)C)C(F)(F)F (configuration not stated)	-8	-2	-5	3	6	5	3	8	5.2	2
COc1cccc(/C=N/NC(=O)c2cc(-c3ccccn3)nc3ccccc23)c1O	19	4	-4	-3	3	1	-10	1	-0.9	-4
O=C(NCc1ccc(Cl)cc1)C(=O)N/N=C/c1ccc(Br)cc1	-1	-11	-7	0	2	3	-4	-5	-1.4	-2
CC1Cc2ccccc2N1C(=O)CSc1nc2ccccc2o1 (configuration not stated)	-5	-3	1	-4	-8	0	-7	2	-1.2	-19
CCC1(c2ccccc2)NC(=O)N(CC(=O)N(C)Cc2c(F)cccc2Cl)C1=O (configuration not stated)	-9	-7	0	-1	2	-2	4	4	0.5	-5
CCN(CC)S(=O)(=O)c1ccc(C(=O)OCCN2C(=O)c3cccc4c(N5CCOCC5)ccc(c34)C2=O)cc1	-2	5	1	7	10	278*	4	18	1.1	3
CC1(C)Cc2c(sc3nn[nH]c(=O)c23)CO1	1	-3	-2	0	-6	4	2	0	0.3	1
O=C(Nc1ccccc1C(=O)Nc1ccc2c(c1)OCO2)c1cccs1	4	0	4	-3	-10	-6	-2	-1	-1.7	-26
N#CC(C#N)=C1NC(N)=C(C#N)C(c2ccccc2)=C1C#N	23	2	-1	15	-1	-5	26	3	22*	0
CCOC(=O)c1sc2ccccc2c1NC(=O)c1coc2ccccc2c1=O	-1	-5	-2	-4	0	-6	-3	1	-0.9	-14
CCN(CC)S(=O)(=O)c1cccc(NC(=O)c2cc(=O)[nH]c3ccccc23)c1	6	-11	-5	0	-3	1	2	-10	-0.9	-1
COc1cc2c(c(OC)c1OC)-c1c(cc3c(c1O)OCO3)C[C@@H](C)[C@@H](C)C2	-1	4	-2	-3	-2	-1	-7	8	-0.4	-9
CC(C)=CCOc1ccc2c(C)c(CC(=O)N3C[C@H]4C[C@@H](C3)c3cccc(=O)n3C4)c(=O)oc2c1C	-1	6	1	7	14	-9	-2	6	1.6	-1
O=S(=O)(NCCSc1nnc(-c2ccco2)n1-c1ccccc1)c1ccccc1	-2	9	1	0	1	4	-3	-4	-0.6	-4
Cc1sc2ncnc(N3CCN(Cc4ccccc4)CC3)c2c1-c1ccccc1	-2	1	-1	-8	-2	10	5	6	-0.6	-9
C1CCC(OCCN2CCN(CCOC3CCCCC3)CC2)CC1	-9	-4	-4	-3	4	-1	0	-18	-0.8	16
N#CCc1nc(C(c2ccccc2)c2ccccc2)no1	40*	2	-3	-3	-1	1	-19	2	0.3	-21
COc1cccc(-c2cc(N3C(=O)Nc4ccccc4N3O)n[nH]2)c1	3	-9	-1	4	4	-2	-1	10	-0.6	5
O=C(NC(=S)Nc1ccccc1Cl)c1cncc(C#Cc2ccccc2)c1	-2	4	0	-4	-2	-3	-1	6	1.0	2
O=S(=O)(c1ccc(-c2ccon2)s1)N1CCOCC1	-3	-3	-2	-5	4	8	-5	6	-1.2	-1

Some of the entries above, set out differently.
> C1CCC(OCCN2CCN(CCOC3CCCCC3)CC2)CC1
  rCAG binder: -9
  ARFGAP1 inhibitor: -4
  SMARCA2 activ: -4
  NPR1 activator: -3
  GC-B act: 4
  NR1D1 modulator: -1
  ABHD4 inh: 0
  ASAP1 GAP inh: -18
  PG9 Ab binder: -0.8
  HTRA1 inh: 16
> O=C(NC(=S)Nc1ccccc1Cl)c1cncc(C#Cc2ccccc2)c1
  rCAG binder: -2
  ARFGAP1 inhibitor: 4
  SMARCA2 activ: 0
  NPR1 activator: -4
  GC-B act: -2
  NR1D1 modulator: -3
  ABHD4 inh: -1
  ASAP1 GAP inh: 6
  PG9 Ab binder: 1.0
  HTRA1 inh: 2
> COc1cccc(-c2cc(N3C(=O)Nc4ccccc4N3O)n[nH]2)c1
  rCAG binder: 3
  ARFGAP1 inhibitor: -9
  SMARCA2 activ: -1
  NPR1 activator: 4
  GC-B act: 4
  NR1D1 modulator: -2
  ABHD4 inh: -1
  ASAP1 GAP inh: 10
  PG9 Ab binder: -0.6
  HTRA1 inh: 5

Continuation.
SMILES	rCAG binder	ARFGAP1 inhibitor	SMARCA2 activ	NPR1 activator	GC-B act	NR1D1 modulator	ABHD4 inh	ASAP1 GAP inh	PG9 Ab binder	HTRA1 inh
CC(C)C(=O)NC(=S)/C=C1/N(C)c2ccccc2C1(C)C	-5	-8	-2	5	-2	4	-39	-1	0.7	-10
Cc1ccccc1OCC(O)CN (configuration not stated)	-5	3	-2	4	3	-1	5	14	1.1	2
COC(=O)c1ccc(NC(=S)NC2CCc3ccccc32)cc1 (configuration not stated)	6	5	-2	-6	1	19	-24	4	-2.0	-20
N#CC(C#N)=Cc1cccn1-c1ccc(C(=O)O)cc1	4	5	-1	-2	-2	-21	1	2	0.6	3
O=C(NCc1ccccc1)[C@H]1CCCN1C(=O)[C@H]1CCCN1C(=O)c1cc(F)cc(F)c1	-2	-3	-2	3	4	-4	-2	5	-2.6	nt
CC(C)(C)c1ccc(/C=C(\C#N)C(=O)NCCN2CCOCC2)cc1	-4	9	0	7	3	-5	-1	-7	0.5	3
O=C(O)C1CC=C(Cl)CC1C(=O)NCC1OCCc2ccccc21 (configuration not stated)	3	12	1	-6	5	3	6	-10	1.8	2
O=C(Nc1nc2ccc(S(=O)(=O)N3CCCCC3)cc2s1)C1CCCO1 (configuration not stated)	8	22	-2	4	-2	1	0	-8	0.4	-1
O=C1Nc2c(ccc(Cl)c2Cl)C(=O)C1(F)c1ccccc1 (configuration not stated)	3	5	8.3*	1	-6	-5	-5	-5	-2.3	-4
CCOC(=O)c1c(C)nc(C)c(C(=O)OCC)c1-c1ccc(O)c(OC)c1	-4	-6	2	2	1	-2	6	2	0.5	6
CCN(CC)S(=O)(=O)c1ccc(C(=O)OC2CCCCC2CN(C)C)cc1 (configuration not stated)	-5	3	0	-4	-3	-3	-6	2	3.5	3
Cc1noc(NS(=O)(=O)c2ccc(NC(=O)C(F)(F)C(F)(F)C(F)(F)F)cc2)c1C	12	-20	0	-1	-1	-2	0	11	-0.3	nt
Cc1ccc(/C=C/C2=NN(Cc3ccccc3)C(=O)CC2)cc1	-2	0	-1	1	-4	0	-6	3	-0.4	-19
COc1cccc(/C=N/NC(N)=S)c1OCc1cccc(Cl)c1	1	12	-4	-16	-8	-5	-13	7	-1.0	-13

Assay outcomes as filed in PubChem BioAssay.
